High-throughput results deposited in PubChem by several laboratories.
hgDAF-12 ag: H. glycines DAF-12 receptor agonists, primary screen, cell-based, luminescence, HEK293, GAL4 fusion, UAS-luciferase. activation, % at 6.8 µM. HEK293 GAL4-hgDAF12 UAS-luciferase reporter, agonist luminescence; normalized to butyrate control. 1.8% of 370,000 active;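 active = activation above a cutoff set at the mean of all screened compounds plus 3 SD, cut at about 10% in these data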;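 note: 0% = DMSO wells and 100% = sodium butyrate wells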
DAX1 inh-1: DAX1 (NR0B1) inhibitors, primary screen, cell-based, HEK293, Gal4-DAX1, luciferase luminescence; Nuclear receptor subfamily 0 group B member 1 (Homo sapiens), P51843; HEK293 Gal4-DAX1 luciferase reporter; inhibition, % at 6.75 µM; 0.99% of 340,000 active; AID 504766, 2011;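 active = inhibition above the mean over all tested compounds plus 3 SD, cut at about 4.2% in these data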;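 note: 0% = DAX1-transfected cells with DMSO and 100% = empty-vector control cells with DMSO; inhibition shows as a rise in luminescence from relieved DAX1 repression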
Target sequence (P51843 207-470 limits assumed): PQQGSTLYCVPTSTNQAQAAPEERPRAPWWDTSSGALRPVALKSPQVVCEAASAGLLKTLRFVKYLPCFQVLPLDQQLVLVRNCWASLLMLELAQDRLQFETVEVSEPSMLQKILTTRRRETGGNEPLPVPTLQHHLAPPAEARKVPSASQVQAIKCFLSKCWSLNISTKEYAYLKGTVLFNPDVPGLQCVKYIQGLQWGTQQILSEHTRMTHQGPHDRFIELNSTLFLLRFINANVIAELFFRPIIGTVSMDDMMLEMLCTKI
ssDAF12 agonist: S. stercoralis DAF-12 nuclear receptor activators, primary screen, cell-based, luminescence, HEK293, GRIP1 co-expression, lit1-tk-luc; Nuclear hormone receptor DAF-12 (Strongyloides stercoralis); HEK293 ssDAF-12/GRIP1 lit1-tk-luc reporter; % of 3 µM dafachronic acid response; activation, % at 6.8 µM; 1% of 370,000 active; AID 652126, 2013;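 active = activation above the mean over all tested compounds plus 3 SD, cut at about 0.9% in these data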;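 note: 0% = DMSO-only wells and 100% = 3 µM delta7-dafachronic acid wells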
FXN GAA850 act: FXN promoter activators, primary screen, cell-based, luciferase luminescence, HEK293 lucGAA850. HEK293 lucGAA850 FXN promoter luciferase reporter, 24 h; percent of 10 µM SAHA response. activation, % at 6 µM. 0.56% of 360,000 active. AID 540364, 2011;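 active = activation above the average of all compounds screened plus 3 SD, cutoff fixed separately per campaign, cut at about 7.5% in these data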;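 note: 0% = DMSO wells and 100% = 10 µM SAHA wells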
SMARCA2 act: SMARCA2 (BRM) function activators, primary screen, cell-based, luminescence, high throughput; MG213 cells, MMTV-luciferase reporter, dexamethasone, overnight; activation, % at 9.1 µM; 1% of 370,000 active; AID 652017, 2013; in the data active = activation above about 7.8%;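 note: 0% = vehicle wells and 100% = reference activator wells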
DAX1 inh-2: DAX1 (NR0B1) inhibitors on StAR promoter, primary screen, cell-based, luminescence, SF-1 (NR5A1), full-length DAX-1 | AID 652010, 2013 | inhibition, % at 6.8 µM | HEK293T StAR-luciferase reporter, SF-1/DAX-1 repression relief | 1.1% of 370,000 active;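 active = inhibition above the mean over all tested compounds plus 3 SD, cut at about 3.6% in these data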;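 note: 0% = DAX-1 cells with DMSO and 100% = cells lacking DAX-1 with DMSO; higher inhibition means more luminescence from relief of DAX-1 repression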
GC-A act: GC-A stimulated cGMP production enhancers – HEK293 GC-A cells, cGMP TR-FRET, EC30 ANP, primary screen; AID 1671463, 2021; 0% at EC30 ANP, 100% saturating ANP; Atrial natriuretic peptide receptor 1 (Homo sapiens), P16066; 0.14% of 370,000 active; activation, % at 10 µM; in the data active = activation above about 40%
sPLA2-III inh: human group III sPLA2 inhibitors, primary screen, biochemical, QFRET, BODIPY PC-A2 liposome substrate. Group 3 secretory phospholipase A2 (Homo sapiens), Q9NZ20. inhibition, % at 12.2 µM. QFRET BODIPY PC-A2 liposome hydrolysis, fluorescence. 0.56% of 370,000 active;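 active = inhibition above mean plus 3 SD of compounds lying within the high and low control bounds, cut at about 19% in these data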;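 note: 0% = median of test compound wells and 100% = no enzyme DMSO wells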
Target sequence (Q9NZ20 whole entry, looked up): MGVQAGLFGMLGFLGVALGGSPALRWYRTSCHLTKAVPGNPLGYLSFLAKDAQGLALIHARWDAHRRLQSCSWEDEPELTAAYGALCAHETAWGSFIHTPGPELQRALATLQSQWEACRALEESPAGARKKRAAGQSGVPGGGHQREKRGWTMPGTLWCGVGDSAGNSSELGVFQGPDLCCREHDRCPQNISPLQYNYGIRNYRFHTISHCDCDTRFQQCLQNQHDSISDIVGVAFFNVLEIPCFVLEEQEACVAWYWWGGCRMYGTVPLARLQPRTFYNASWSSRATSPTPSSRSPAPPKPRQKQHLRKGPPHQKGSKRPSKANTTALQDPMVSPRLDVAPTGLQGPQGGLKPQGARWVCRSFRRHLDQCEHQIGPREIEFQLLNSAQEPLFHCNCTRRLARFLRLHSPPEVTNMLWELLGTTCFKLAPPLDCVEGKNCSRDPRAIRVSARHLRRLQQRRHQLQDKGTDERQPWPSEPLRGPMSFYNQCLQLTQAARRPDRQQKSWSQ
NPR2 activator: human GC-B receptor activators, primary screen, HEK293 GC-B cells, cGMP TR-FRET, EC30 CNP. AID 1920062, 2024. 0% at EC30 CNP, 100% saturating CNP. Atrial natriuretic peptide receptor 2 (Homo sapiens), P20594. activation, % at 10 µM. 0.11% of 370,000 active;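 active = activation at 10 µM reaching about 35% in either raw or pattern-adjusted values, limit read from the data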
hcDAF-12 act: H. contortus DAF-12 nuclear receptor activators, primary screen, cell-based, luminescence, HEK293, lit1-tk-luc reporter; HEK293 hcDAF-12 lit1-tk-luc reporter; 0% DMSO, 100% Δ7-dafachronic acid; activation, % at 6.8 µM; 1.4% of 370,000 active;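 active = activation above the mean of all tested compounds plus 3 SD, cut at about 5.5% in these data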;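 note: 100% = response to 3 µM Δ7-dafachronic acid high control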
ADAM10 inh: human ADAM10 inhibitors, primary screen, biochemical, QFRET, HTS. 0.62% of 370,000 active. inhibition, % at 7 µM. Disintegrin and metalloproteinase domain-containing protein 10 (Homo sapiens), O14672. recombinant ADAM10, EDANS/DABCYL FRET peptide cleavage, 3 h;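 active = inhibition above a per-campaign cutoff equal to the mean of compounds falling between control-based bounds plus 3 SD, cut at about 20% in these data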;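 note: 0% = DMSO wells while the 100% control is not disclosed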
Starred values were filed as active, the others as inactive; . = no result given.

SMILES	hgDAF-12 ag	DAX1 inh-1	ssDAF12 agonist	FXN GAA850 act	SMARCA2 act	DAX1 inh-2	GC-A act	sPLA2-III inh	NPR2 activator	hcDAF-12 act	ADAM10 inh
CC(Sc1nnc2c(n1)[nH]c1ccccc12)C(=O)N(C)C1CCCCC1 (centres undefined)	-6.8	-3.3	-1.6	-1.7	-6	-1.4	8	-10	2	-6.0	-1
COCCN1CCN(C(=O)C2CCC(=O)N(CCc3ccc(Cl)cc3)C2)CC1 (centres undefined)	0.3	-1.3	-0.8	-2.8	-1	2.5	1	2	-2	-1.2	3
Cc1cc(CNC(=O)Cn2cc([N+](=O)[O-])cn2)c2ccccc2n1	-1.2	1.2	-1.7	-0.6	-1	0.2	1	-2	0	-0.6	-9
O=C(c1ccc(Cl)cc1)c1c[nH]c(C(=O)NNc2ccccc2)c1	-2.5	0.3	-1.3	4.3	0	0.6	1	-4	2	0.1	0
O=C(NCc1ccco1)c1ccc(S(=O)(=O)N2CCCCC2)cc1	0.0	0.8	-0.6	0.6	0	0.1	3	-5	-1	1.3	-3
Cc1cc(C)c(C)c(S(=O)(=O)N2CCC(C(=O)NCC(c3ccccc3)N(C)C)CC2)c1C (centres undefined)	-2.5	1.2	-1.9	1.3	2	0.2	5	-22	2	-2.4	-6
CC1(C)Oc2ccc(C(=O)N3CCOCC3)cc2N(CC(=O)N2CCOCC2)C1=O	-0.6	0.2	-0.6	1.0	3	-0.3	1	3	-3	-0.2	4
CC1(C(=O)NC2CCCCC2)CCC(=O)N1Cc1cccs1 (centres undefined)	2.9	-0.2	-1.7	0.5	1	0.1	0	0	-4	-0.8	-9
Cc1c(Br)c([N+](=O)[O-])nn1CC(=O)NCc1cccnc1	0.2	1.5	-1.3	6.7	0	-0.2	-1	2	-3	-1.7	-7
CC(C)(C)c1nc2ccccc2c(=O)n1N1C(=O)c2ccccc2C1=O	1.4	0.9	-1.6	-1.4	0	-1.1	-7	-10	1	-1.3	12
O=C(NCCO)c1cccc(S(=O)(=O)N2CCCCC2)c1	0.7	1.9	-1.2	0.4	0	0.7	2	4	-1	-1.4	4
CCNC(=S)NNC(=O)c1ccoc1C	1.0	0.0	-0.5	1.9	-1	0.2	-1	3	-1	-2.3	8
C=CCN1c2ccccc2[C@]23C[C@@H](C(=O)OC)N(C(=O)c4ccco4)C2=NC(C(=O)OC)=C(C(=O)OC)[C@H]13	1.7	1.5	-1.0	0.3	1	-0.2	-7	0	-13	0.9	-3
CCOC(=O)N1CCN(C(=O)C(CC)c2ccccc2)CC1 (centres undefined)	0.5	-1.2	-0.8	-1.3	4	0.3	0	1	-2	1.1	8
O=C1c2ccccc2C(=O)N1CC(O)COc1cccc2ccccc12 (centres undefined)	-1.2	.	-0.4	.	0	-0.1	-3	-3	-10	-0.7	0
O=C1NC(=O)/C(=C\c2ccc(Oc3cnccn3)cc2)S1	6.7	3.8	-0.5	2.9	1	0.5	-6	-2	0	0.6	-3
Brc1ccc(OCc2nnnn2-c2ccccc2)cc1	-2.5	-0.6	-1.8	-1.4	-4	0.8	-1	-12	-5	-1.7	6
COc1ccc(OC)c(NC(=O)CN2CCc3ccccc3C2)c1	-0.8	-0.6	-1.0	-1.7	0	-0.2	-3	-3	0	1.3	4
Cc1ccc(NC(=O)c2ccc(OCc3c(C)noc3C)cc2)cc1	-1.0	.	-2.0	.	-2	-1.1	4	-4	3	-2.4	1
O=C(Cn1nc2sc3ccccc3n2c(=O)c1=O)c1cccs1	-0.3	.	0.0	-0.1	1	0.0	2	0	3	0.6	-8
COc1ccc(C(CNC(=O)c2cc(=O)[nH]c3ccccc23)N2CCCC2)cc1 (centres undefined)	-2.5	1.3	-0.7	-0.3	-4	-0.1	2	0	-11	1.3	-77
CCOC(=O)C1=C(C)N(CCO)C(=O)NC1c1cccc(O)c1 (centres undefined)	1.4	-0.8	-0.8	0.2	1	0.6	-6	5	4	-2.0	-5
Cc1cc(N2CCN(c3ccccc3)CC2)n2ncnc2n1	-2.6	-0.1	-1.7	1.5	-6	-2.1	-1	93*	-2	-2.0	3
O=C(N/N=C/c1ccccc1[N+](=O)[O-])c1cccs1	6.1	2.1	0.3	4.7	2	1.2	-6	-1	-9	2.8	-1
CCCCNC(=O)Cc1coc2ccc3ccccc3c12	-0.6	-1.8	-1.1	2.4	1	0.2	-3	-14	-3	1.4	-8
CCn1c(NC(=O)/C=C/c2ccc(F)cc2)nc2ccccc21	-3.2	-1.0	-1.4	2.6	1	-1.0	-4	2	-1	-1.9	0
O=c1nc2n(c3cccc(Cl)c13)CCCCC2	-4.2	-0.4	-1.9	0.0	-4	0.5	-3	0	-5	-1.5	1
Cc1ccc(-c2nc(CS(=O)(=O)CC(=O)Nc3cc(F)ccc3F)c(C)o2)cc1	4.5	1.6	-1.1	0.6	-1	-0.8	-4	-9	2	2.5	-12
CCOC(=O)/C(=C/C1=CC(=C/N(C)C)/C(=O)O1)C(C)=O	1.3	4.1	-1.6	2.8	0	0.3	2	-8	-4	-1.4	-1
CCCCCCCCN1C(=O)[C@@H](CC(=O)NCCCOC)C[C@@]2(C(=O)OC)C1=C[C@H](C1CCCC1)O[C@@H]2C	1.4	.	-1.0	.	-4	-1.4	-2	-10	-7	-0.8	-50
CCCCCOc1ccc(C(=O)CCC(=O)N2CCCC2)cc1	-0.3	-0.2	-1.1	1.6	0	-0.2	7	-3	-1	-1.7	8
CCS(=O)(=O)c1ccc(O)c(NC(=O)CC2(CC(=O)O)CCCC2)c1	-0.7	-2.4	-0.8	1.2	1	0.2	-3	5	-10	1.2	2
O=C(CN1CCN(Cc2ccccc2Cl)C1=O)NCC1CCCO1 (centres undefined)	-0.8	-0.8	-0.5	-0.8	2	-0.6	1	-1	-4	0.7	-8
Cc1c(CCC(=O)O)c(=O)oc2cc3occ(C(C)(C)C)c3cc12	-3.2	1.2	-1.4	3.1	3	0.5	-1	2	-9	-0.6	-168
COC(=O)c1cc(NC(=O)c2cccc(F)c2)cc(C(=O)OC)c1	-1.9	-1.5	-0.9	1.1	-4	-1.0	1	-2	-6	-0.1	-1
CC(=O)N1c2ccc(S(=O)(=O)NCCC(=O)NC3CCCCCC3)cc2CC1C (centres undefined)	-1.7	-0.5	-1.6	-0.7	0	0.1	3	0	0	-2.2	-7
Cc1c(NC(=O)C2CCCN(S(=O)(=O)c3ccc(C(C)(C)C)cc3)C2)c(=O)n(-c2ccccc2)n1C (centres undefined)	-2.0	.	-0.9	.	-1	-0.4	1	0	6	-1.9	-5
CCC1Cc2[nH][nH]c(=O)c2C(CC)O1 (centres undefined)	-0.9	.	-1.5	.	1	-0.2	5	2	1	-0.4	-2
CC1CCC(C(C)C)C(OCC(O)CN2CCCC(C)C2)C1 (centres undefined)	0.8	-0.7	-2.0	-0.9	-5	0.8	2	9	-3	-2.5	-4
CCOc1ccc(NC(=O)N(C2CCCCC2)C(C)c2cccnc2)cc1 (centres undefined)	-0.8	0.0	-1.5	1.9	-1	-0.8	4	9	2	-3.5	-18
CCCCN(C)C(=O)Cn1ncc2c3ccccc3n(CCC)c2c1=O	1.6	-1.1	-1.1	1.6	2	-0.3	1	-1	1	-2.5	-30
Cc1cc(NC(=O)CCc2ccc(S(=O)(=O)N3CCOCC3)cc2)n(-c2ccccc2)n1	-0.6	1.5	-1.5	-1.8	-1	-1.0	5	6	-2	-0.9	5
Cc1cc(-c2ccc(S(=O)(=O)N(C)c3ccc(C)c(C)c3)s2)on1	0.3	-0.8	-0.8	-4.4	-3	-1.0	1	0	1	-2.2	12
CC(C)NC[C@@H](O)c1ccc(O)c(O)c1	-0.7	0.9	-1.6	4.8	-2	2.5	1	2	0	-4.1	-17
O=[N+]([O-])c1cccc(-c2nc3ccc([N+](=O)[O-])cc3[nH]2)c1	3.0	1.4	-1.5	-1.1	1	0.5	21	0	25	0.9	2
COc1cccc(OCCCOc2ccc([N+](=O)[O-])cc2Cl)c1	-0.9	1.1	-1.1	1.4	1	0.2	-3	-8	-4	-0.7	10
Cc1cccc(C(=O)NCC(=O)OCC(=O)NC2CCCCC2)c1	1.1	-0.2	-0.5	0.2	-4	-0.1	0	6	-6	0.5	-2
Cc1cc([N+](=O)[O-])nn1Cc1c(F)c(F)c(F)c(F)c1F	2.6	0.8	-1.5	2.5	0	0.8	3	5	-1	-0.9	3

Taken from the entries so far for reference:
SMILES	hgDAF-12 ag	DAX1 inh-1	ssDAF12 agonist	FXN GAA850 act	SMARCA2 act	DAX1 inh-2	GC-A act	sPLA2-III inh	NPR2 activator	hcDAF-12 act	ADAM10 inh
CCCCCOc1ccc(C(=O)CCC(=O)N2CCCC2)cc1	-0.3	-0.2	-1.1	1.6	0	-0.2	7	-3	-1	-1.7	8
CCS(=O)(=O)c1ccc(O)c(NC(=O)CC2(CC(=O)O)CCCC2)c1	-0.7	-2.4	-0.8	1.2	1	0.2	-3	5	-10	1.2	2
O=C(CN1CCN(Cc2ccccc2Cl)C1=O)NCC1CCCO1 (centres undefined)	-0.8	-0.8	-0.5	-0.8	2	-0.6	1	-1	-4	0.7	-8
Cc1c(CCC(=O)O)c(=O)oc2cc3occ(C(C)(C)C)c3cc12	-3.2	1.2	-1.4	3.1	3	0.5	-1	2	-9	-0.6	-168
COC(=O)c1cc(NC(=O)c2cccc(F)c2)cc(C(=O)OC)c1	-1.9	-1.5	-0.9	1.1	-4	-1.0	1	-2	-6	-0.1	-1
CC(=O)N1c2ccc(S(=O)(=O)NCCC(=O)NC3CCCCCC3)cc2CC1C (centres undefined)	-1.7	-0.5	-1.6	-0.7	0	0.1	3	0	0	-2.2	-7
Cc1c(NC(=O)C2CCCN(S(=O)(=O)c3ccc(C(C)(C)C)cc3)C2)c(=O)n(-c2ccccc2)n1C (centres undefined)	-2.0	.	-0.9	.	-1	-0.4	1	0	6	-1.9	-5
CCC1Cc2[nH][nH]c(=O)c2C(CC)O1 (centres undefined)	-0.9	.	-1.5	.	1	-0.2	5	2	1	-0.4	-2
